Gli-Sufu block – antagonists of Gli-Sufu signaling; 340,000 compounds, 0.74% hits; inhibition, % at 5 µM; Sufu-KO-LIGHT fibroblasts, Gli luciferase reporter luminescence;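 active = inhibition above about 55%, limit read from the data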;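 also: 0% = DMSO-treated cells and 100% = wells with medium but no cells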
697 NFkB inh – inhibitors of the PMA/ionomycin-induced NF-kB reporter in 697 B cells | inhibition, % at 4 µM | 330,000 compounds, 0.33% hits | AID 435022 | 697 B-cell NF-kB luciferase reporter, 16 h; in the data active = inhibition above about 35%
Jurkat NFkB inh – inhibitors of the PMA/ionomycin-induced NF-kB reporter in Jurkat cells | 330,000 compounds, 0.53% hits | inhibition, % at 4 µM | PMA/ionomycin-induced NF-kB luciferase reporter, luminescence
SENP7 inh – blocks the human protease SENP7; recombinant SENP7, Z-RLRGG-aminoluciferin luminescence, 40 min; inhibition, % at 5 µM; 330,000 compounds, 1.5% hits;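 active = inhibition above about 50% at the single test dose, limit read from the data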;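 also: plate controls were DMSO with enzyme for no effect and no enzyme buffer wells for full effect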
Apaf1 inhib – blocks human Apaf-1 apoptosome activity. O14727. reconstituted apoptosome caspase-3 activity, DEVD-Rh110 fluorescence. inhibition, % at 20 µM. 330,000 compounds, 0.71% hits; active = inhibition of at least 40% at 20 µM;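 also: plate controls were DMSO wells for no effect and DEVD-CHO caspase inhibitor wells for full effect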
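Material: reconstituted apoptosome with Apaf-1, cytochrome c, caspase-9, procaspase-3, dATP. Technique: Rh110 fluorescence intensity. Buffer or medium: pH 7.5 Hepes buffer with CHAPS, BSA, DTT. Times: 30 min plus 50 min, RT.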
SENP8 block – SENP8 protease inhibition | Q96LD8 | purified SENP8, Z-RLRGG-aminoluciferin cleavage, luminescence | inhibition, % at 10 µM | 330,000 compounds, 1.2% hits | AID 2540
Target sequence (Q96LD8 whole entry, looked up): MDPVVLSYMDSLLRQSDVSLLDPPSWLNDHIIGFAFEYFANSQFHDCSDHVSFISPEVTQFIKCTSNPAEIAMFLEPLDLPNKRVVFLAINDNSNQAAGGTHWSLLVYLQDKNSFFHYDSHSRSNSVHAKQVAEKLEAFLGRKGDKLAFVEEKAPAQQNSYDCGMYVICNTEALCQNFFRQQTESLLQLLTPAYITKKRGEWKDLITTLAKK
HKDC1 inhibitor – blocks human hexokinase HKDC1 activity; 340,000 compounds, 0.16% hits; recombinant HKDC1, G6PDH/diaphorase resazurin coupled fluorescence; Q2TB90; inhibition, % at 20 µM;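 active = inhibition above about 35% when tested at 20 µM, limit read from the data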;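 also: plate controls were DMSO wells with enzyme for no effect and DMSO wells lacking enzyme for full effect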
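Test system: Recombinant HKDC1 (HK5) hexokinase enzyme, produced in-house | Input: HKDC1 at 5 µg/mL | Buffer or medium: Tris pH 8.0 buffer with MgCl2, Tween-20, BSA, BME | Schedule: 90 min reaction incubation at room temperature, dark | Technique: Resazurin-to-resorufin fluorescence via G6PDH and diaphorase coupling, 525/613 nm | Controls: DMSO wells with and without enzyme mix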
UBC13 polyUb – human UBC13 polyubiquitination inhibition. 330,000 compounds, 0.47% hits. inhibition, % at 20 µM. UBC13 polyubiquitin chain formation, TR-FRET. P61088; in the data active = inhibition above about 45%, passing the limit was not always enough
Target sequence (P61088 whole entry, looked up): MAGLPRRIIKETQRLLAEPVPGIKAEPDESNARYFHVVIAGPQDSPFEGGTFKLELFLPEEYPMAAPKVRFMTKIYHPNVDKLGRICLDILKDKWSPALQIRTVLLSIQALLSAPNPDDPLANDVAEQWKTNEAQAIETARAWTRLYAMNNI
Starred values were filed as active, the others as inactive; . = no result given. Rule as the data show it, unless noted: active = inhibition above about 50%; inactive = the rest.

structure	Gli-Sufu block	697 NFkB inh	Jurkat NFkB inh	SENP7 inh	Apaf1 inhib	SENP8 block	HKDC1 inhibitor	UBC13 polyUb
COc1ccc(-n2c(=S)[nH]c3cc(C(=O)NCCCN4CCOCC4)ccc3c2=O)cc1	27	11	5	-3	4	-2	5	6
Cc1sc2nc(C3CC3)nc(SCC(=O)N3CCCc4ccccc43)c2c1C	.	-45	-10	1	11	-12	.	-5
CCOc1ccc(C(CC(=O)O)n2cnnn2)cc1 (stereo not given)	-4	10	12	-4	-10	9	-12	2
CC(C(=O)NCc1ccco1)c1ccc([N+](=O)[O-])cc1 (stereo not given)	-19	1	-14	-4	3	-12	0	-23
CCc1ccccc1NC(=O)CC1SCCNC1=O (stereo not given)	1	5	-1	2	-1	5	-6	-9
CC(=O)N=c1c(C#N)cc2c(=O)n3ccccc3nc2n1Cc1ccccc1	5	-6	-2	0	8	-6	-4	-4
Cc1ccc(C)c(NC(=O)CCC(=O)N/N=C/c2cc([N+](=O)[O-])ccc2O)c1	-3	6	-4	-1	7	5	-16	-15
COc1ccc(/C=N/NC(=O)CCN2CCCCC2c2cccnc2)cc1Cn1cc([N+](=O)[O-])cn1 (stereo not given)	0	1	0	3	-9	-10	-9	-2
Cc1nc2sc(C(=O)Nc3ccccc3Cc3ccccc3)c(C)c2c(=O)[nH]1	2	9	1	-5	-15	-5	-3	24
Cn1c(=O)c(C(=O)COc2ccc(F)cc2Cl)c(N)n(Cc2ccccc2)c1=O	18	-14	16	-4	23	-11	-5	-12

Remaining list, next part
structure	Gli-Sufu block	697 NFkB inh	Jurkat NFkB inh	SENP7 inh	Apaf1 inhib	SENP8 block	HKDC1 inhibitor	UBC13 polyUb
O=C(CN1C(=O)/C(=C/c2cccc(Br)c2)SC1=S)N1CCCC1	6	3	4	-10	19	-9	-7	-7
C=CCSc1nnc2c(n1)-c1cccc3cccc-2c13	6	-14	-17	-9	17	-19	-1	-8
COc1ccc(NC(=O)c2ccc3ncsc3c2)cc1	-63	-89	-80	-6	8	-8	-1	-1
O=C(Cc1cccc2ccccc12)N1CCCc2ccccc21	1	11	-5	3	16	0	0	0
O=C(Nc1ccc(-c2csc(Nc3ccccc3)n2)cc1)c1ccccc1	-20	-74	38	-8	-15	1	-1	-4
COc1ccc(/C(O)=C2/C(=O)C(=O)N(c3ncccn3)C2c2ccc(F)cc2)cc1 (stereo not given)	1	6	0	-3	0	-7	-3	-9
NCC(=O)NCC(=O)NC[C@H]1O[C@@H](n2cnc3c(N)ncnc32)[C@H](O)[C@@H]1O	-5	6	.	-2	4	.	-7	.
CCc1nnc(NS(=O)(=O)c2ccc(N/C=C/C(=O)c3ccc(OC)cc3)cc2)s1	-6	-4	-3	-6	14	-2	0	-24
O=C(CN1CCN(c2ccc(Cl)cc2)CC1)N1CCCC1	-1	24	-1	6	2	-1	-1	-2
CC(=O)N1CCN(C(=O)c2ccc(OC3CCN(CCc4ccccc4)CC3)cc2)CC1	1	-7	-12	-1	2	3	-3	2

Next section
structure	Gli-Sufu block	697 NFkB inh	Jurkat NFkB inh	SENP7 inh	Apaf1 inhib	SENP8 block	HKDC1 inhibitor	UBC13 polyUb
Cc1[nH]n(-c2ccccc2)c(=O)c1N=Nc1ccccc1C(=O)O	-3	0	-9	3	13	1	3	-8
CC(CC(=O)NCc1ccc(Cl)cc1)S(=O)(=O)c1ccc2c(c1)NC(=O)CO2 (stereo not given)	-23	7	5	-8	-4	-3	5	0
O=C(CSC1c2ccccc2C(=O)N1c1ccccc1)N1CCOCC1 (stereo not given)	6	9	-3	1	2	3	-2	2
CCOC(=O)CN1C(=O)N[C@@H](c2ccccc2)C(C(=O)OC)=C1C	-4	14	8	1	-4	1	-7	1
Cc1ccccc1NC(=O)C(C)OC(=O)CCC(=O)N(CC(C)C)c1c(N)n(CC(C)C)c(=O)[nH]c1=O (stereo not given)	0	22	6	10	0	-13	0	2
CCC(COC(=O)Nc1cccc(C)c1C)NC(=O)OCC(C)C (stereo not given)	-1	8	0	-2	16	-7	-2	6
Cc1ccc(N2CC(O)Cn3c2nc2c3c(=O)[nH]c(=O)n2C)cc1 (stereo not given)	4	-50	-61	-12	1	-12	-7	-8

Among those listed so far, these have a COOH group:
structure	Gli-Sufu block	697 NFkB inh	Jurkat NFkB inh	SENP7 inh	Apaf1 inhib	SENP8 block	HKDC1 inhibitor	UBC13 polyUb
CCOc1ccc(C(CC(=O)O)n2cnnn2)cc1 (stereo not given)	-4	10	12	-4	-10	9	-12	2
Cc1[nH]n(-c2ccccc2)c(=O)c1N=Nc1ccccc1C(=O)O	-3	0	-9	3	13	1	3	-8

Record cards (already shown):
Cc1[nH]n(-c2ccccc2)c(=O)c1N=Nc1ccccc1C(=O)O is entered as Gli-Sufu block: -3; 697 NFkB inh: 0; Jurkat NFkB inh: -9; SENP7 inh: 3; Apaf1 inhib: 13; SENP8 block: 1; HKDC1 inhibitor: 3; UBC13 polyUb: -8
Cc1ccc(N2CC(O)Cn3c2nc2c3c(=O)[nH]c(=O)n2C)cc1 (stereo not given) is entered as Gli-Sufu block: 4; 697 NFkB inh: -50; Jurkat NFkB inh: -61; SENP7 inh: -12; Apaf1 inhib: 1; SENP8 block: -12; HKDC1 inhibitor: -7; UBC13 polyUb: -8

From PubChem BioAssay
